# KinaseGlo FLuc: Counterscreen for Luciferase (Kinase-Glo TM) Inhibition; Luciferin 4-monooxygenase (Photuris pensylvanica), Q27757; Kinase-Glo luciferase, ATP luminescence, 8 min; Potency, µM (doses to about 38.3 µM), for inactives: at the top dose activity change, negative = inhibition, hits mostly inhibitors; actives 0.28% (n = 200,000); note: potency is the fitted concentration of half-maximal effect; % is set by controls: 0 for no effect and ±100 for the full control effect; nearly all actives have a fitted effect of over 60% in size
#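 Compounds were added to a substrate mix at pH 7.2 (50 mM imidazole, 10 uM ATP, within the enzyme's linear range), followed by Kinase-Glo detection reagent; luminescence was measured after 8 minutes at ambient temperature.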
# GLA spleen mod: qHTS Assay for Inhibitors and Activators of Human alpha-Galactosidase From Spleen Homogenate; human spleen homogenate, 4MU-alpha-Gal fluorescence, 40 min; actives 0.008% (n = 240,000); Potency, µM (titrated, usually from 80 µM), for the others: top-dose activity change, negative = inhibition, actives largely listed as inhibitors; AID 2107, 2009;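 note: potency is the fitted concentration of half-maximal effect; 0% = enzyme with vehicle and -100% = no enzyme basal signal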
# Target sequence (P06280 32-429 limits assumed): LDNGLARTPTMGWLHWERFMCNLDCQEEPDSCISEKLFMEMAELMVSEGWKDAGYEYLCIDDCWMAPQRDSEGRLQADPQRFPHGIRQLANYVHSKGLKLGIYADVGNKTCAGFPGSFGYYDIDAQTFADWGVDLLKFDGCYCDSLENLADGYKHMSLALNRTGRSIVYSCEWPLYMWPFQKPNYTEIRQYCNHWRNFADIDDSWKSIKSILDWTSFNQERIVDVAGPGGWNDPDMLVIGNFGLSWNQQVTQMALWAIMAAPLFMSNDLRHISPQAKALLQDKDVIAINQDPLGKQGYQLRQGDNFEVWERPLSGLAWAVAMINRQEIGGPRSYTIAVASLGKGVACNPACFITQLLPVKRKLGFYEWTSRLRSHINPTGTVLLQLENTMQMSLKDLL
#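 qHTS titration in buffer at pH 5.0. Alpha-galactosidase activity in spleen homogenate was measured via 4-methylumbelliferone release from 1 mM fluorogenic substrate after 40 min at 37C and a pH 10 stop. AC50 came from Hill fits of control-normalized data.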
# LMNA splice mod: qHTS Assay for Modulators of Lamin A Splicing; HeLa LMNA splicing GFP/RFP minigene ratio, 48 h; Potency, µM (doses to about 46.1 µM), without a hit: at the highest dose ratio change, negative = inhibition, actives largely listed as inhibitors; actives 0.01% (n = 200,000); AID 1487, 2009; active = well fitted inhibition curve with a large enough effect in the signal ratio, with a control signal flat, not every such curve was filed as active; inconclusive = small, poorly fitted or top-dose-only effect, or effect the other way, or a change in a side signal; the % refers to the signal ratio; note: potency is the fitted concentration of half-maximal effect; % is set by controls: 0 for no effect and ±100 for the full control effect
#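 S3 HeLa cells stably expressing lamin A-EGFP splicing minigene plus DsRed2, 600 cells/well, 48 h compound exposure at 37C. Laser-scanning cytometry; analysed as GFP (500-530 nm)/RFP (575-640 nm) total intensity ratio; 0.5% DMSO vehicle.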
# Epigenetic derep: Quantitative High-Throughput Screen for Regulators of Epigenetic Control; murine LDR cells, GFP reporter derepression, 30 h; Potency, µM (doses to about 53.9 µM), for the others: top-dose GFP activation, hits mostly activators; actives 0.2% (n = 280,000); note: potency is the fitted concentration of half-maximal effect; % of control where 0% means no effect; nearly all actives have a fitted effect of over 60% in size
#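 Derepression of a silenced CMV-GFP reporter in murine LDR cells is scored by enumerating GFP-positive cells with a laser-scanning microplate cytometer after 30 hours of treatment at 37 C.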
# NPSR antagonist: qHTS Assay for Antagonists of the Neuropeptide S Receptor: cAMP Signal Transduction; Q6W5P4; CHO-NPSR cells, cAMP TR-FRET, antagonist mode; Potency, µM (highest dose often 38.3 µM), without a hit: at the top dose activity change, negative = inhibition, usual class: inhibitors; actives 1% (n = 220,000); note: potency is the fitted concentration of half-maximal effect; % is set by controls: 0 for no effect and ±100 for the full control effect; nearly all actives have a fitted effect of over 50% in size; many of its hits are not listed in these tables
# CBFb-RUNX1 inh: qHTS Assay for Compounds Blocking the Interaction Between CBF-beta and RUNX1 for the Treatment of Acute Myeloid Leukemia; Runt-related transcription factor 1 (Homo sapiens) + Core-binding factor subunit beta …; AlphaScreen CBFb-His/RUNX1-biotin binding, biochemical; Potency, µM (titrated, usually from 59.8 µM), for inactives: at the top dose activity, negative = inhibition, actives largely listed as inhibitors; 230,000 tested, under 10 active; note: % of control where 0% means no effect
# Target sequence (Q01196 whole entry, looked up): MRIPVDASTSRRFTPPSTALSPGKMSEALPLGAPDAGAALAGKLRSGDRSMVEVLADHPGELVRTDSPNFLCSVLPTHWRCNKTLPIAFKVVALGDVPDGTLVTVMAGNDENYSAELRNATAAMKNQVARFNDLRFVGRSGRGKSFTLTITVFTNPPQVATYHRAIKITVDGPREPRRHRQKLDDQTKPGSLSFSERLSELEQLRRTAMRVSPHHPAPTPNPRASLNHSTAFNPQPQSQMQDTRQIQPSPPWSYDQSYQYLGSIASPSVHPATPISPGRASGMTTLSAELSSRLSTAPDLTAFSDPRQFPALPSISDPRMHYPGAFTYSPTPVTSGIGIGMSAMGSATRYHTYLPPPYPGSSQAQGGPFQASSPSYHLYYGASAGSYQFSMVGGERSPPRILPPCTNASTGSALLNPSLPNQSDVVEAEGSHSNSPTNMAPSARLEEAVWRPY
# Target sequence (Q13951 whole entry, looked up): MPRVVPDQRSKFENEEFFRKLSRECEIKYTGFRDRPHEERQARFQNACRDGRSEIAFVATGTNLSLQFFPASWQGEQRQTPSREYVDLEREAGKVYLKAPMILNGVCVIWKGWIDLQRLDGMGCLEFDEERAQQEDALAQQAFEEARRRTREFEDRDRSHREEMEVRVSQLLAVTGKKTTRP
#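 Interaction loss through any mechanism counts as activity. Pre-formed complex of His-CBF-beta and biotin-RUNX1 (30 nM apiece) is incubated with compound 15 min, then with 50 ng nickel and 50 ng streptavidin beads for 90 min before AlphaScreen detection.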
# IMPase Li cell: qHTS Assay for Identifying the Cell-Membrane Permeable IMPase Inhibitors: Potentiation with Lithium. CHO-M1 cells, IP1 TR-FRET (IP-One), carbachol + lithium. Potency, µM (doses to about 59.4 µM), without a hit: at the top dose activity, negative = IMPase inhibition, most hits filed as inhibitors. actives 0.35% (n = 210,000);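 note: IP1 builds up when IMPase is blocked and the TR-FRET signal falls; potency is the fitted concentration of half-maximal effect; plate controls were basal vehicle for no effect and high inhibitor control for full effect; nearly all actives have a fitted effect of over 50% in size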
#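 Test compounds were applied to CHO-M1 cells previously cultured for 16–30 h at 2000 per well. A small lithium amount accompanied them; after 30 min at 37C, IP1 was quantified by TR-FRET.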
# Numbers without * were called inactive; ? = inconclusive; . = no result given; & = joins results of further samples; [ ] = dose if it differs, or a comment. Unless noted, calls come from the whole dose curve; as a rule, active = well fitted curve in the direction sought with a large enough effect; inconclusive = small, poorly fitted or top-dose-only effect, or another doubt; inactive = no such curve, though single readings can be large; an effect the other way counts as inactive or inconclusive. Only part of the results is shown; the hit share may differ from the screen's.
SMILES,KinaseGlo FLuc,GLA spleen mod,LMNA splice mod,Epigenetic derep,NPSR antagonist,CBFb-RUNX1 inh,IMPase Li cell
Cc1ccc2nc(-c3ccc(SCC(=O)Nc4ccc5c(c4)OCCO5)nc3)[nH]c2c1,-6.8%,3.4%,?,?,-1.7%,8.8%,14.1%
CCCCn1c(=O)c(CCC(=O)OCC(=O)NC(=O)NCCC(C)C)nc2ccccc21,0.4%,-3.0%,-19.2%[46 µM],0.0%,-18.5%,3.5%,0.5%
COc1cc(-c2nc(C)c(C(C)=O)n2O)ccc1OCC(=O)Nc1ccc(Cl)cc1,11.7%,-3.1%,.,1.4%,-22.4%,2.6%,-0.1%
O=C(COc1cccc(-n2cnnn2)c1)NCCC1=CCCCC1,-3.9%,-0.2%,13.8%,-3.9%,-0.6%[46.1 µM],3.2%,2.3%[38.3 µM]
CC(C)(C)n1nnnc1C(c1ccc(Cl)cc1)N1CCSCC1 (configuration not stated),0.8%,2.8%,-14.0%,-2.0%,-7.7%[46.1 µM],1.0%,4.6%
Cc1cc(C)cc(NC(=S)NC2CC3CCCC(C2)N3CC(C)C)c1 (configuration not stated),-3.6%,5.2%,?,-4.2%,-28.8%,9.2%,16.0%
O=S1(=O)CCC(NC(=S)Nc2ccc(Cl)cc2)C1 (configuration not stated),-0.3%,0.1%,-1.0%,1.0%,11.5%,10.2%,-7.2%
Cn1c(SCC(=O)NCc2cccs2)nnc1-c1ccc(O)cc1,-3.0%,9.7%,5.8%[46 µM],0.1%,-1.9%,5.3%,9.1%
CC(/C=N/n1c(-c2ccc(C)cc2)n[nH]c1=S)=C\c1ccco1,-0.4%,-7.1%,?,0.0%,-24.2%,-14.1%,8.8%
CCCCn1nc2cc(C(=O)NCc3cc(C(F)(F)F)cc(C(F)(F)F)c3)ccc2c1OCC,2.5%,-0.6%,3.1%,0.6%,-15.6%[46.1 µM],15.4%,26.3%[38.3 µM]
Cc1ccc(N/N=C2\CCS(=O)(=O)c3sccc32)cc1,-1.2%,8.2%,?,-0.1%,-14.0%,-18.8%,4.0%
CCOc1ccccc1NC(=S)N1C2CCC1CC(NC(=O)NC13CC4CC(CC(C4)C1)C3)C2 (configuration not stated),-5.6%,-4.6%,7.1%,-1.1%,?,-0.1%,-19.5%[38.3 µM]
O=C(c1cccc(F)c1)N1CCN(c2cccc(C(F)(F)F)c2)CC1,0.2%,-8.8%,6.4%,-1.1%,-11.9%[46.1 µM],8.0%,24.8%[38.3 µM]
CNc1nc(Oc2ccc(=O)n(C)n2)nc(N2CCOCC2)n1,-2.8%,5.7%,?,1.8%&5.2%,3.2%[46.1 µM],1.7%,2.4%[38.3 µM]
COc1cc(C2c3c(-c4ccccc4)n[nH]c3C(=O)N2c2ccccc2)ccc1O (configuration not stated),-0.3%,-2.3%,-9.2%,0.7%,-17.2%[46.1 µM],-1.2%,4.1%[38.3 µM]
Cc1ccc(Sc2cnn(-c3ccccc3)c(=O)c2Cl)cc1,-0.8%,0.7%,?,-2.5%,-25.0%[46.1 µM],8.5%,-13.9%[38.3 µM]
COc1ccc(CCN2C(=O)CC(NNC(=O)c3ccccc3Br)C2=O)cc1 (configuration not stated),-0.3%,1.7%,-7.7%,-0.1%,11.3%,5.2%,-2.7%
CC(=O)c1ccc(Sc2nnnn2-c2ccccc2)c([N+](=O)[O-])c1,-0.6%,-10.0%,?,2.5%,-16.2%,-1.6%,14.1%
COc1cccc([C@@H]2Oc3ccc(OC)cc3C(=O)[C@H]2OC(=O)NS(=O)(=O)c2ccc(F)cc2)c1,1.3%,8.3%,.,-0.3%,.,-8.7%,2.3%
CC(C)N1CCN(Cc2ccsc2)CC1CCO (configuration not stated),-1.6%,-4.6%,-0.4%[46 µM],3.1%,-11.5%,4.2%,6.4%
O=C(CSCc1nc2ccccc2[nH]1)N1CCN(c2ccc(F)cc2)CC1,0.7%,-4.2%,?,0.9%,0.9%[46.1 µM],0.2%,13.4%[38.3 µM]
COc1ccccc1CN(CC(=O)NCC1CCCO1)C(=O)CNS(=O)(=O)c1ccc(C)cc1 (configuration not stated),2.0%,1.4%,-5.9%,1.0%,-4.9%[46.1 µM],0.5%,3.5%[38.3 µM]
C=CCn1c(COc2cccc3ccc(C)nc23)nnc1SCC(=O)OC,-1.5%,-3.2%,2.6%,-0.2%,-7.2%[46.1 µM],-3.1%,-2.0%[38.3 µM]
Cc1cc(C)n2cc(CSc3nc4cc(Cl)ccc4o3)nc2n1,-4.3%,3.2%,-4.5%,-1.0%,-16.1%[46.1 µM],3.3%,14.1%[38.3 µM]
Cc1onc(-c2c(Cl)cccc2Cl)c1-c1nc2cc(Cl)ccc2c(=O)o1,.,-0.6%,.,-3.8%,?,-3.8%,.
Cn1c(COc2ccccc2)nnc1SCC(=O)NNC(=O)C1CCCCC1,-2.9%,-9.4%,.,1.1%,-20.6%,-5.8%,-0.6%
COC(=O)c1sc(NC(=O)c2ccc(Cn3cc(Cl)cn3)o2)c(C#N)c1C,0.5%,-3.9%,?,-0.7%,?,-3.9%,-10.1%[38.3 µM]
O=C(OCc1c(F)cccc1Cl)c1cnccn1,2.3%,-1.9%,-7.5%,0.9%,4.2%[46.1 µM],5.6%,2.4%
CCCc1ccc(C(=O)NNc2cc(Cl)ccc2Cl)cc1,.,-13.6%,.,-0.3%,7.9%[7.67 µM],7.9%,.
CCCn1nc(NC(=O)c2cccs2)c2cc3cc(C)ccc3nc21,.,23.9%,.,-1.4%,-58.4%,?,.
CCOC(=O)c1oc2cc(C)cc(C)c2c1C,.,1.9%,.,0.0%,16.0%,11.4%,.
CCC(CC)C(=O)Nc1cccc(C(=O)NCCc2ccccc2)c1,0.8%,-3.9%,?,-0.8%,-9.4%,3.8%,2.2%
COc1ccc(C=O)cc1COc1ccc(F)cc1F,-0.8%,10.0%,-9.3%,1.0%,11.2%[46.1 µM],-3.9%,53.1%[activator][38.3 µM]
CC(=O)C(Sc1nc(N(C)C)nc(N(C)C)n1)C(=O)Nc1ccccc1 (configuration not stated),4.6%,6.9%,?,-0.1%,-10.0%,7.7%,12.5%
COc1cc(OC)cc(-c2nnc(SCC(=O)N3CCCCC3)o2)c1,-0.6%,0.9%,-13.7%,0.1%,-6.9%[46.1 µM],7.5%,26.6%[38.3 µM]
c1ccc(-c2csc(Nc3nc(N4CCOCC4)nc(N4CCOCC4)n3)n2)cc1,-2.7%,-0.3%,-9.0%,-0.8%,-9.4%[46.1 µM],0.8%,0.9%[38.3 µM]
Cc1occc1C(=O)Nc1cccc2ccccc12,-25.4%,-0.8%,-10.5%,1.2%,-2.2%[46.1 µM],7.4%,20.1%
COc1cccc(-c2nn(C)c3sc(C(=O)NCc4ccc5c(c4)OCO5)cc23)c1,-1.3%,-5.1%,6.9%,0.8%,-22.4%[46.1 µM],-7.3%,6.9%[38.3 µM]
Cc1c(Cl)cccc1NC(=O)CCC(=O)NNC(=O)c1ccco1,8.0%,4.0%,12.1%,-2.9%,-9.9%[46.1 µM],13.4%,-3.9%[38.3 µM]
O=C(Cc1cccs1)Nc1cccc(-c2nc3cc4ccccc4cc3[nH]2)c1,?,25.9%,?,-1.9%,-49.9%,0.3%,7.4%

# Next part, overlapping the part above by 3 compounds.
SMILES,KinaseGlo FLuc,GLA spleen mod,LMNA splice mod,Epigenetic derep,NPSR antagonist,CBFb-RUNX1 inh,IMPase Li cell
COc1cccc(-c2nn(C)c3sc(C(=O)NCc4ccc5c(c4)OCO5)cc23)c1,-1.3%,-5.1%,6.9%,0.8%,-22.4%[46.1 µM],-7.3%,6.9%[38.3 µM]
Cc1c(Cl)cccc1NC(=O)CCC(=O)NNC(=O)c1ccco1,8.0%,4.0%,12.1%,-2.9%,-9.9%[46.1 µM],13.4%,-3.9%[38.3 µM]
O=C(Cc1cccs1)Nc1cccc(-c2nc3cc4ccccc4cc3[nH]2)c1,?,25.9%,?,-1.9%,-49.9%,0.3%,7.4%
COCCNC(=O)COc1ccc(Br)cc1Cl,-2.7%,-7.4%,-2.3%,0.0%,-25.6%[46.1 µM],-2.0%,42.2%[activator][38.3 µM]
COc1cccc(/C=N/NC(=O)C(=O)N2CCCC2)c1O,?,1.5%,-11.9%,2.5%,-3.4%[46.1 µM],-5.1%,16.3%[38.3 µM]
Nc1nnc(SCC(=O)OCC(=O)Nc2ccccc2)s1,-0.3%,-2.7%,.,-0.5%,-20.3%,21.3%,13.2%
CCN(CC)c1ccc(C2C(C(=O)OCCOC)=C(C)NC3=C2C(=O)CC(C)(C)C3)cc1 (configuration not stated),0.6%,3.9%,-11.6%,2.0%,-3.5%[46.1 µM],0.0%,29.0%[38.3 µM]
CCOC(=O)N1CCN(C(=O)c2oc3ccc(S(=O)(=O)N4CCCCC4)cc3c2C)CC1,3.7%,1.6%,20.4%,-1.4%,-14.9%[46.1 µM],4.6%,-4.9%[38.3 µM]
Cc1ccc(S(=O)(=O)N2CCN(C(=O)CSc3nnnn3C)C2)cc1,-0.2%,0.0%,-5.7%,0.9%,0.1%[46.1 µM],0.2%,4.3%[38.3 µM]
COc1cc(OC)c2c(C)cc(=O)oc2c1,-0.2%,0.7%,?,1.9%,1.2%[46.1 µM],13.2%,-13.9%[38.3 µM]
Cc1ccc(S/C(=N\S(=O)(=O)c2ccc(Cl)cc2)c2ccccc2)cc1,1.7%,5.5%,5.8%,-1.4%,3.1%[46.1 µM],-1.8%,0.8%[38.3 µM]
COc1ccc(C(=O)CC(=O)c2c(O)cc(OC)cc2OC)cc1,.,3.8%[17.5 µM],.,0.0%[10.1 µM],.,1.0%[13.1 µM],.
COc1cc(C(=O)Nc2nnc(C(F)(F)F)s2)c([N+](=O)[O-])cc1OC,-5.0%,-11.0%,.,-2.8%[10.1 µM],-12.4%,3.9%,-0.3%
CCc1nc2ccccc2nc1N1CCN(S(=O)(=O)c2ccc(Cl)cc2)CC1,.,-1.3%,.,1.1%,?,2.9%,.
O=C(Nc1cnn(C23CC4CC(CC(C4)C2)C3)c1)c1cc(-c2ccccc2)on1,2.8%,-2.2%,-14.3%,-1.1%,-17.2%[46.1 µM],1.0%,22.6%[38.3 µM]

# Compound activity (PubChem BioAssay)
